Source: PubChem BioAssay (National Center for Advancing Translational Sciences (NCATS))
POLH inh – qHTS for Inhibitors of Polymerase Eta; recombinant Pol eta, fluorescent DNA replication assay; Potency, µM (top dose mostly 114 µM), without a hit: at the highest dose activity change, negative = inhibition, usual class: inhibitors; DNA polymerase eta (Homo sapiens), Q9Y253; actives 1.2% (n = 390,000); also: potency is read from the fitted curve at half-maximal effect; % is scaled to controls: 0 for no effect and ±100 for the full control effect
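Pol eta at 10 nM preincubated with compounds 15 min at room temperature; reaction started with fluorescent substrate (50 nM final) and read kinetically at 0 and 10 min.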
LDHA inh – qHTS assay for inhibitors of human lactate dehydrogenase | activity change, % (values are at about 110 or 230 µM) | purified LDHA, NADH/diaphorase-resazurin fluorescence; hits give low values | actives 0.15% (n = 480,000) | AID 1347041, 2019; in the data active = activity change below about -30%; inconclusive = mostly about -25% to -30%;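 also: plate controls were DMSO wells for no effect and wells without enzyme for full effect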
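Resorufin fluorescence (ex540/em590), read at 0 and 20 min after diaphorase/resazurin addition, reports the NADH left after a 5 min room-temperature reaction of 2 nM human LDH5 with 0.06 mM NADH and 0.2 mM pyruvate.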
ERG Ets-DNA blk – qHTS for Small Molecule Inhibitors of the ERG Ets/DNA interaction; fluorescence polarization, His-ERG Ets domain / labelled DNA; AID 624246, 2012; Potency, µM (top dose mostly 76.9 µM), inactives show at the highest dose FP activity, negative = inhibition, hits mostly inhibitors; actives 0.028% (n = 370,000); Transcriptional regulator ERG (Homo sapiens), P11308; active = well fitted inhibition curve with a large enough effect in the polarisation, with a control signal flat; inconclusive = small, poorly fitted or top-dose-only effect, or effect the other way, or a change in a side signal; inactive = no such curve, though single readings can be large or run the other way; the % refers to the polarisation;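 also: polarization taken with two DNA probes labelled with fluorescein and Texas red; potency is read from the fitted curve at half-maximal effect; % of control where 0% means no effect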
Target sequence (P11308 whole entry, looked up, the tested form may be a part): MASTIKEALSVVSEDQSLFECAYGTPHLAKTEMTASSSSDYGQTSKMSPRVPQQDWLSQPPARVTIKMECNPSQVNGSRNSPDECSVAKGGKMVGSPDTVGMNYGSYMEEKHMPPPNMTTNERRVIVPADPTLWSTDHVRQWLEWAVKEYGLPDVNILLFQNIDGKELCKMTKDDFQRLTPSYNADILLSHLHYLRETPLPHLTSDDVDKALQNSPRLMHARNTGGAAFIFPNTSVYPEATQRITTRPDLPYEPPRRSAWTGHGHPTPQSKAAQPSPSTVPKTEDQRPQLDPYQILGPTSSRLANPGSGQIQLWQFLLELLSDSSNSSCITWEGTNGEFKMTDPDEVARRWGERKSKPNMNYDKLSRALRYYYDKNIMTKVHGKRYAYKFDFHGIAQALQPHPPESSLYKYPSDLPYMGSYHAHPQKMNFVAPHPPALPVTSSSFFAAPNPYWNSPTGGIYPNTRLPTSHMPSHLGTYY
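His-tagged ERG Ets domain (1 uM in the protein solution; 300mM KCl, 50mM Tris-HCl, 1mM EDTA, 1mM DTT, pH 7.5) received compound, then a probe mix of 5 nM fluorescein-DNA and 100nM Texas-615-DNA. Fluorescence polarization was read for both dyes.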
ALOX12 inh – Primary qHTS assay for inhibitors of human arachidonate 12S-lipoxygenase (ALOX12): Round 2; purified 12hLO, xylenol orange hydroperoxide absorbance; actives 1.1% (n = 580,000); Polyunsaturated fatty acid lipoxygenase ALOX12 (Homo sapiens), P18054; Potency, µM (titrated, usually from 108 µM), for inactives: top-dose activity change, negative = inhibition, hits mostly inhibitors; also: potency is read from the fitted curve at half-maximal effect; % is scaled to controls: 0 for no effect and ±100 for the full control effect
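Hydroperoxide product was detected by ferrous iron/xylenol orange as the 573 to 405 nm absorbance ratio. Arachidonic acid at 40 uM (final) was turned over for 30 min at room temperature by 150 nM human 12hLO, pH 7.0 Hepes buffer, after 15 min compound preincubation.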
Anesthetic bind – qHTS Assay for Identification of Novel General Anesthetics; apoferritin/1-aminoanthracene competitive binding, fluorescence; Potency, µM (highest dose often 77.5 µM), without a hit: at the top dose activity change, negative = displacement, actives largely listed as inhibitors; actives 0.074% (n = 350,000); Ferritin light chain (Equus caballus), P02791; also: potency is read from the fitted curve at half-maximal effect; % is scaled to controls: 0 for no effect and ±100 for the full control effect; nearly all actives have a fitted effect of over 20% in size
Target sequence (P02791 2-175 limits assumed): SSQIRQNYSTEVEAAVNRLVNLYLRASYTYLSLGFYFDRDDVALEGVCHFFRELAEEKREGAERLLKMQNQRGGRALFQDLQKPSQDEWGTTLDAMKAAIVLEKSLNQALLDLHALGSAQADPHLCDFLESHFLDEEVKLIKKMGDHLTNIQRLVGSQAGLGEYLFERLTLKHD
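Concentration-response curves derived by four-parameter Hill fitting of normalized fluorescence, where compounds displaced 1-AMA from 10 uM horse apoferritin following a brief 10 min room-temperature incubation; propofol titration acted as positive control.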
Pol kappa inh – qHTS for Inhibitors of Polymerase Kappa | Potency, µM (top dose mostly 107 µM), for the others: at the highest dose activity, negative = inhibition, usual class: inhibitors | actives 0.53% (n = 400,000) | purified Pol kappa, fluorescent DNA synthesis assay, 10 min | AID 588579, 2011; also: potency is read from the fitted curve at half-maximal effect; % is scaled to controls: 0 for no effect and ±100 for the full control effect
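First, compounds were pin-transferred onto 10 nM Pol kappa. After 15 min at room temperature, substrate was added to 50 nM final. Fluorescence was then measured kinetically at 0 and 10 min.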
RGS4 inh – Inhibitors of Regulator of G Protein Signaling (RGS) 4: qHTS | actives 0.039% (n = 390,000) | Transcreener GDP fluorescence polarization, RGS4-accelerated GTP hydrolysis | Potency, µM (top dose mostly 114 µM), for the others: at the top dose activity change, negative = inhibition, usual class: inhibitors; also: potency is read from the fitted curve at half-maximal effect; % is scaled to controls: 0 for no effect and ±100 for the full control effect; nearly all actives have a fitted effect of over 75% in size; some results filed as inactive show a strong effect at the top dose
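MLSMR compounds (23 nl, pin-transferred) preincubated 10 min at room temperature with a 500nM (2x) first reagent, then RGS4 at 900nM (2x) plus Transcreener GDP mix added; fluorescence polarization (620/688 nm) read before and after 90 min at 30 °C.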
APE1 inh – qHTS Assay for Inhibitors of the Human Apurinic/apyrimidinic Endonuclease 1 (APE1). DNA repair nuclease/redox regulator APEX1 (Homo sapiens), P27695. recombinant APE1, TAMRA/BHQ-2 abasic DNA cleavage fluorescence. Potency, µM (top dose mostly 65.8 µM), inactives show top-dose activity change, negative = inhibition, usual class: inhibitors. actives 0.35% (n = 350,000). AID 2517, 2012;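 also: potency is read from the fitted curve at half-maximal effect; plate controls were vehicle for no effect and reference inhibitor for full effect; nearly all actives have a fitted effect of over 55% in size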
Target sequence (P27695 whole entry, looked up): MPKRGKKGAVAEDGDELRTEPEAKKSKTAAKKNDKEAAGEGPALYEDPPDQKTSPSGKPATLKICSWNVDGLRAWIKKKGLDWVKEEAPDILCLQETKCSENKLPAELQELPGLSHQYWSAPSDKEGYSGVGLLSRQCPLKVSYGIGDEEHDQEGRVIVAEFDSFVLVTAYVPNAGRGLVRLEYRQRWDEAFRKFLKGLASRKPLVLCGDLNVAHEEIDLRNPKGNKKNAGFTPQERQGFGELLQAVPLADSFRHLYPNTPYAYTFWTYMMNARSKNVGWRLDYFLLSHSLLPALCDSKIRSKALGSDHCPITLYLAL
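Endonuclease cleavage of a quenched abasic-site DNA duplex (50 nM) by APE1 (0.75 nM) was tracked by TAMRA dequenching. Compounds were preincubated with enzyme 15 min at room temperature; data normalized to buffer-only and DMSO wells plus NSC13755 control.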
POLB inh – qHTS Assay for Inhibitors of DNA Polymerase Beta; Potency, µM (titrated, usually from 114 µM), for the others: top-dose activity change, negative = inhibition, actives largely listed as inhibitors; Pol beta primer extension/strand displacement, fluorescence kinetic; actives 1.3% (n = 340,000); P06746; AID 485314, 2010; also: potency is read from the fitted curve at half-maximal effect; % is scaled to controls: 0 for no effect and ±100 for the full control effect
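Kinetic readout of DNA synthesis with strand displacement by Pol beta. Compound and 10 nM enzyme sit 15 min at room temperature; 50 nM substrate starts the reaction, read immediately and at 10 min.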
Numbers without * were called inactive; i = inactive; ? = inconclusive; nt = no result given; [ ] = remark or other dose. Unless noted, calls follow the shape of the dose curve; as a rule, active = well fitted curve in the direction sought with a large enough effect; inconclusive = small, poorly fitted or top-dose-only effect, or another doubt; inactive = no such curve, though single readings can be large; an effect the other way counts as inactive or inconclusive. Not all compounds are listed; the hit share may differ from the screen's.

SMILES	POLH inh	LDHA inh	ERG Ets-DNA blk	ALOX12 inh	Anesthetic bind	Pol kappa inh	RGS4 inh	APE1 inh	POLB inh
CN(C)S(=O)(=O)c1cccc(NC(=O)/C=C/c2ccccc2[N+](=O)[O-])c1	-19%	-6	1%	-4%	-11%	-4%	-22%	8%	0%
O=S1(=O)c2ccc(Br)cc2N2CC[C@H](C2)N1Cc1ccc(Cl)cc1	-7%	-12	0%	?	nt	-14%	21%	nt	nt
Cc1cccc(N2CCN(C(=O)Cc3ccc(Br)cc3)CC2)c1C	-19%	-1	7%	-19%	-12%	-2%	?	0%	29%
CCOC(=O)c1c(C)[nH]c(C)c1S(=O)(=O)NCCCc1ccco1	8%	-2	-16%	-7%	-2%	1%	-32%	18%	3%
CCCc1cc(=O)[nH]c(SCC(=O)N(CC(C)C)C2CCS(=O)(=O)C2)n1 (centres undefined)	-9%	0	-2%	12%	-6%	-13%	26%	2%	-5%
CCc1ccc2[nH]c(=O)c(CN(CCN3CCOCC3)C(=O)Nc3ccccc3F)cc2c1	-20%	0	-2%	0%	-17%	-10%	13%	-1%	-1%
CCN(CC(=O)NC(C)C)C(=O)C(CCSC)NC(=O)c1cccc(C)c1 (centres undefined)	-2%	-5	-10%	-4%	-12%	5%	16%	3%	-1%
CCCC(=O)C1=C(O)C(C(=O)OC)C(C)(C)CC1=Nc1cccc2ccccc12 (centres undefined)	?	6	-1%	0%	1%	-1%	4%	1%	11%
C[N+](C)(C)CC(O)CC(=O)O (centres undefined)	-15%	-6	?	-18%	-8%	9%	6%	10%	nt
C/C(=N/NC(=O)C(=O)N/N=C(/C)c1ccccc1)c1ccccc1	nt	nt	nt	5%	-14%	nt	nt	-2%	?
O=c1[nH]c2cc3c(cc2cc1CN(CCc1ccccc1)Cc1nnnn1CC1CCCO1)OCO3 (centres undefined)	-20%	-2	-6%	-7%	557%[activator]	-1%	0%	1%	-1%
CCn1c(=O)c(-[n+]2ccccc2)c(O)c2ccccc21	10%	-3	1%	-32%	-2%	-5%	?	-4%	5%
Cc1ccc2c(c1)NC(=O)C(CC(=O)Nc1cc(Cl)ccc1C)O2 (centres undefined)	8%	-3	2%	0%	8%	4%	10%	nt	18%
CCC(=O)NC(Cc1ccccc1)c1ccc2c(c1)OCCCO2 (centres undefined)	-19%	-2	0%	9%	1%	-16%	3%	3%	-3%
O=C(Cn1c(=O)n2nc(-c3ccccc3)nc2c2ccccc21)Nc1ccccc1C(F)(F)F	-9%	-13	7%	-30%	2%	-21%	9%	nt	-11%
O=C(NCCCN1CCOCC1)c1ccc2c(c1)N(Cc1c(F)cccc1Cl)C(=O)c1ccccc1S2	-13%	1	3%	?	-14%	2%	-34%	5%	-11%
Cc1ccccc1NC(=O)c1ccc(Cl)c(NC(=O)c2ccncc2)c1	-14%	-7	-2%	13%	-10%	-20%	36%	2%	4%
COc1ccc(OC)c(NC(=O)c2csnn2)c1	-25%	14	-7%	-6%	1%	-14%	-7%	nt	?
CC[C@]12c3[nH]c4cc(-c5ccco5)ccc4c3CCN1C(=O)[C@@H](CC(=O)NCc1ccco1)C[C@@H]2C(=O)N1CCN(C(=O)c2ccco2)CC1	-9%	-8	-1%	?	nt	-12%	?	-6%	nt
CC(C)CN1CCN(Cc2cccc3nccnc23)CC1CCO (centres undefined)	-16%	3	-7%	-4%	3%	5%	-25%	-4%	0%
O=C(CN1CCSC1=O)N1CCN(S(=O)(=O)c2ccc(F)cc2)CC1	-7%	-13	-1%	3%	nt	0%	22%	7%	nt
N#Cc1c(C(F)(F)F)cc(-c2cccs2)nc1SC(C(=O)O)c1ccccc1 (centres undefined)	-2%	-1	11%	?	nt	-3%	-42%	nt	nt
COC(=O)CN1C(=O)CSc2ccc(S(=O)(=O)Nc3cccc(Cl)c3C)cc21	-12%	-10	-12%	-17%	9%	-8%	10%	nt	29%
COc1ccccc1NC(=S)NCc1ccc(S(N)(=O)=O)cc1	-1%	-12	-16%	-18%	-9%	-10%	28%	1%	1%[57.1 µM]
Cc1cc(C)cc(NC(=O)CSc2nnc(CN3CCOCC3)n2C)c1	-2%	-6	10%	0%	1%	-18%	-7%	12%	27%

Overlap with the part before: 4 compounds, then new ones.
SMILES	POLH inh	LDHA inh	ERG Ets-DNA blk	ALOX12 inh	Anesthetic bind	Pol kappa inh	RGS4 inh	APE1 inh	POLB inh
N#Cc1c(C(F)(F)F)cc(-c2cccs2)nc1SC(C(=O)O)c1ccccc1 (centres undefined)	-2%	-1	11%	?	nt	-3%	-42%	nt	nt
COC(=O)CN1C(=O)CSc2ccc(S(=O)(=O)Nc3cccc(Cl)c3C)cc21	-12%	-10	-12%	-17%	9%	-8%	10%	nt	29%
COc1ccccc1NC(=S)NCc1ccc(S(N)(=O)=O)cc1	-1%	-12	-16%	-18%	-9%	-10%	28%	1%	1%[57.1 µM]
Cc1cc(C)cc(NC(=O)CSc2nnc(CN3CCOCC3)n2C)c1	-2%	-6	10%	0%	1%	-18%	-7%	12%	27%
Cc1cccc(N(C)c2cc(C)nc3nc(C)nn23)c1	-16%	-2	-4%	208%[activator]	-12%	9%	?	-1%	12%
O=S(=O)(NC1CCCCC1Nc1ccccc1)c1ccccc1 (centres undefined)	-8%	3	8%	-2%	-11%	-6%	12%	2%	1%
Cn1cccc1Cc1nnc(SCC(=O)N2CCCCCC2)n1-c1ccc(F)cc1	-8%	1	-6%	?	-12%	6%	-19%	-4%	0%
O=C(C=Cc1ccccn1)c1ccccc1	-8%	-2	-4%	?	nt	-6%	?	nt	nt
CCc1nc(Nc2ccncc2)c2oc3ccccc3c2n1	-19%	-1	3%	24%	-21%	-5%	13%	?	-19%
O=C(NCCCNCc1ccccc1)c1ccncc1	-7%	-7	0%	?	-12%	0%	17%	3%	13%
O=C(CCC1N=C2c3ccccc3N=C(SCc3cccc(F)c3)N2C1=O)NCCc1ccccc1 (centres undefined)	-15%	-1	0%	?	?	-8%[60.1 µM]	8%	nt	4%
O=C1NC(=O)C(=Cc2ccccc2[N+](=O)[O-])S1	89µM*	2	2%	?	nt	-5%	-49%	nt	nt
COCCN(C(=O)Nc1ccccc1)c1ccccc1C	-9%	-5	-2%	0%	4%	-1%	-3%[11.4 µM]	2%	-3%
COc1ccc(-c2oc3ccc(N4CCOCC4)cc3c2C#CCO)cc1	-7%	11	-2%	?	nt	7%	-15%	nt	nt
CCc1ccc(NC(=O)C(=O)c2ccccc2NC(C)=O)cc1	-17%	-1	13%	274%[activator]	nt	-19%	-9%	0%	nt
O=C(NNc1nc2c(F)cc(F)cc2s1)C1=COCCO1	-14%	3	8%	i	-8%	-5%	-12%	-3%	-1%
COc1ccccc1C(=O)NC1CCN(C(=S)NCCc2ccccc2)CC1	-4%	-8	-1%	-8%	-11%	-1%	-34%	-2%	4%
Cc1nc2ccccc2n1CCc1nc2c3ccccc3nc(SCC(=O)Nc3cccc(C(F)(F)F)c3)n2n1	-16%	-1	-2%	-5%	-7%	-8%[60.1 µM]	0%	nt	16%
CC(=O)Nc1ccc(NC(=O)CSc2nccn2Cc2ccccc2)cc1	-11%	1	4%	0%	-7%	-1%	-10%	0%	47%
Cc1cccn2c(=O)c3cc(C(N)=S)c(=N)n(CCCOC(C)C)c3nc12	8%	16	-8%	?	147%[activator]	-32%	?	-2%	24%
CC(C)[C@@H](C(=O)N1CCN(C(=O)OC(C)(C)C)CC1)n1cc(CCO)nn1	-12%	-3	12%	5%	-2%	15%	21%	2%	-21%
CC(=O)c1ccc(NC(=O)c2sc(-n3nc(C)c(Cc4ccccc4)c3C)nc2C)cc1	5%	-8	2%	-19%	-8%	-3%	9%	nt	1%
Cc1cc(C(=O)N/N=C/c2c(C)nn(-c3ccccc3)c2Cl)n[nH]1	-4%	-12	?	127%[activator]	3%	-2%	-15%	4%	0%
CC1(C)OC2CC3C4CC=C5CC(O)CCC5(C)C4CCC3(C)C2(C(=O)CO)O1 (centres undefined)	-3%	4	7%	16%	nt	0%	-1%	nt	nt
CCn1cc(C(=O)N2CCN(Cc3ccc4c(c3)OCO4)CC2)c2cc(OC)c(OC)cc2c1=O	-17%	0	-5%	?	-10%	-2%	-4%[11.4 µM]	-7%	0%
Cc1cc(C)c(C(=O)COC(=O)c2cc([N+](=O)[O-])ccc2NCCO)cc1C	-25%	8	14%	2%	-27%	-1%	-5%	2%	25%
Cc1c(Cl)cccc1NC(=O)Nc1nnc(N(C)C2CCCCC2)s1	-7%	-3	-10%	?	-10%	-21%	16%	nt	0%
CCN1CCN(C(=O)c2ccc(Cn3c(=O)[nH]c4cc(OC)c(OC)cc4c3=O)cc2)CC1	-5%	-1	0%	-4%	-6%	-6%	11%	4%	7%
